# Bioassay records deposited in PubChem BioAssay by National Center for Advancing Translational Sciences (NCATS).
# Vif-APOBEC3F blk: Vif-A3F binding inhibition. Potency, µM (series often up to 46.1 µM), without a hit: at the top dose activity, negative = active. 0.2% of 390,000 active. AID 602313. HeLa A3F-eYFP + Vif (tagged APOBEC3F with the HIV-1 protein that degrades it), YFP fluorescence increase; further: potency means the concentration at half of the fitted maximal effect; % of control where 0% means no effect; nearly all actives have a fitted effect of over 65% in size
#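 HeLa cells stably expressing Vif plus C-terminally eYFP-tagged A3F were seeded, incubated overnight at 37 deg C, dosed with compound, incubated overnight again at 37 deg C. Yellow fluorescence (Ex 488/Em 500-530) reported blocked Vif-mediated A3F-eYFP degradation.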
# rTrxR1 inhibitor: rat TrxR1 inhibition. O89049. recombinant rTrxR1, NADPH fluorescence consumption, selenite substrate. Potency, µM (top dose mostly 114 µM), for the others: at the top dose activity change, negative = inhibition, hits mostly inhibitors. 1% of 390,000 active; further: potency means the concentration at half of the fitted maximal effect; on the % scale 0 is the no-effect control and ±100 the full control effect; nearly all actives have a fitted effect of over 65% in size
#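 Rat TrxR1 (90 nM in the dispensed reagent) was pre-reduced with 400 uM NADPH for 5 min at room temperature, then incubated with compound for 15 min. After 400 uM selenite was added, NADPH fluorescence (Ex 340/Em 450 nm) was followed for 8 min.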
# TrxR1 substrate: substrates of rat thioredoxin reductase 1; O89049; purified TrxR1 substrate turnover, NADPH consumption readout; Potency, µM (titrated, usually from 114 µM), inactives show at the top dose activity change, negative = substrate turnover; 0.01% of 390,000 active; AID 588456; further: potency means the concentration at half of the fitted maximal effect; on the % scale 0 is the no-effect control and ±100 the full control effect; nearly all actives have a fitted effect of over 50% in size
#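 Rat TrxR1, dispensed at 90 nM, was prereduced with 400 uM NADPH (final) for 5 min at ~22 deg C, then incubated with compound 15 min before 400 uM selenite. A first-read NADPH fluorescence drop versus no-compound background flagged substrates.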
# Vif-APOBEC3G blk: Vif-A3G binding inhibition | HeLa A3G-eYFP + Vif (tagged APOBEC3G with the HIV-1 protein that degrades it), YFP fluorescence, overnight | Potency, µM (highest dose often 46.1 µM), for inactives: at the highest dose activity, negative = active, actives largely listed as inhibitors | 0.076% of 410,000 active | AID 602310;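 further: potency means the concentration at half of the fitted maximal effect; on the % scale 0 is the no-effect control and ±100 the full control effect; nearly all actives have a fitted effect of over 60% in size; hits raise eYFP signal because A3G escapes Vif-driven loss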
#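 HeLa cells stably expressing Vif and C-terminally eYFP-tagged A3G, seeded overnight at 37 deg C, then exposed to compound by pintool overnight at 37 deg C. Rise in yellow fluorescence (Ex 488/Em 500-530, Acumen) marks blocked Vif-driven A3G degradation.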
# IDH1 R132H inh: human IDH1 R132H inhibition | O75874 | IDH1-R132H enzyme, NADPH consumption, diaphorase/resazurin fluorescence | Potency, µM (series often up to 76.6 µM), for the others: top-dose activity change, negative = inhibition, usual class: inhibitors | 0.093% of 390,000 active | AID 602179; further: potency means the concentration at half of the fitted maximal effect; on the % scale 0 is the no-effect control and ±100 the full control effect; nearly all actives have a fitted effect of over 65% in size
#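 IDH1-R132H (0.5 ug/mL dispensed) in pH 7.5 Tris buffer was preincubated 30 min with compound, then given a substrate mix of 0.016 mM NADPH and 2 mM alpha-KG for 80 min at room temperature; remaining NADPH was read by diaphorase/resazurin fluorescence.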
# LDHA block: inhibitors of human lactate dehydrogenase A; P00338; purified LDHA, NADH/diaphorase-resazurin fluorescence; active compounds read low; activity change, % (values are at about 110 or 230 µM); 0.15% of 480,000 active; AID 1347041; in the data active means activity change below about -30%; inconclusive means mostly about -25% to -30%;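 further: plate controls were DMSO wells for no effect and wells without enzyme for full effect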
#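 Enzyme activity of human lactate dehydrogenase 5 (2 nM; 0.06 mM NADH, 0.2 mM pyruvate, 5 min, RT) is measured via a resazurin/diaphorase fluorescence readout of residual NADH.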
# RGS4 inhibitor: blocks human RGS4-accelerated GTP hydrolysis; Transcreener GDP fluorescence polarization, RGS4-accelerated GTP hydrolysis; Potency, µM (series often up to 114 µM), for the others: at the highest dose activity change, negative = inhibition, hits mostly inhibitors; 0.039% of 390,000 active; further: potency means the concentration at half of the fitted maximal effect; on the % scale 0 is the no-effect control and ±100 the full control effect; nearly all actives have a fitted effect of over 75% in size; some results filed as inactive show a strong effect at the top dose
# Target sequence (P49798 whole entry, looked up): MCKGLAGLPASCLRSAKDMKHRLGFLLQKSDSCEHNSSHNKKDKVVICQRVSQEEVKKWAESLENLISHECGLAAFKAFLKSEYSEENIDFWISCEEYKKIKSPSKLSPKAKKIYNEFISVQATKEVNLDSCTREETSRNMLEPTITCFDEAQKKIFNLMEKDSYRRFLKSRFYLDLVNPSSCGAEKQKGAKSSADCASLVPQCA
#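 MLSMR compounds (23 nl, pin-transferred) preincubated 10 min at room temperature with a 500nM (2x) first reagent, then RGS4 at 900nM (2x) plus Transcreener GDP mix added; fluorescence polarization (620/688 nm) read before and after 90 min at 30 °C.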
# Glioma ERSR ind: inducers of ER stress response in human glioma cells; U87-MG GRP78 promoter luciferase reporter, 16 h; Potency, µM, for inactives: top-dose activation, actives largely listed as activators; 0.02% of 420,000 active; AID 602332; further: potency means the concentration at half of the fitted maximal effect; series mostly up to about 76 µM; % of control where 0% means no effect; nearly all actives have a fitted effect of over 35% in size
#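 ERSR induction read as luciferase luminescence (Bright-Glo, 10 min at room temperature) in stably transfected human U87-MG glioma cells exposed to compounds for 16 h, using GRP78 as sensor.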
# USP1 inh: USP1/UAF1 (human) deubiquitinase inhibition. O94782. recombinant USP1/UAF1, Ub-Rhodamine cleavage fluorescence. Potency, µM (series often up to 57.1 µM), for inactives: top-dose activity change, negative = inhibition, hits mostly inhibitors. 0.23% of 390,000 active; further: potency means the concentration at half of the fitted maximal effect; on the % scale 0 is the no-effect control and ±100 the full control effect; nearly all actives have a fitted effect of over 60% in size; inactives centre near -12
# Target sequence (O94782 whole entry, looked up): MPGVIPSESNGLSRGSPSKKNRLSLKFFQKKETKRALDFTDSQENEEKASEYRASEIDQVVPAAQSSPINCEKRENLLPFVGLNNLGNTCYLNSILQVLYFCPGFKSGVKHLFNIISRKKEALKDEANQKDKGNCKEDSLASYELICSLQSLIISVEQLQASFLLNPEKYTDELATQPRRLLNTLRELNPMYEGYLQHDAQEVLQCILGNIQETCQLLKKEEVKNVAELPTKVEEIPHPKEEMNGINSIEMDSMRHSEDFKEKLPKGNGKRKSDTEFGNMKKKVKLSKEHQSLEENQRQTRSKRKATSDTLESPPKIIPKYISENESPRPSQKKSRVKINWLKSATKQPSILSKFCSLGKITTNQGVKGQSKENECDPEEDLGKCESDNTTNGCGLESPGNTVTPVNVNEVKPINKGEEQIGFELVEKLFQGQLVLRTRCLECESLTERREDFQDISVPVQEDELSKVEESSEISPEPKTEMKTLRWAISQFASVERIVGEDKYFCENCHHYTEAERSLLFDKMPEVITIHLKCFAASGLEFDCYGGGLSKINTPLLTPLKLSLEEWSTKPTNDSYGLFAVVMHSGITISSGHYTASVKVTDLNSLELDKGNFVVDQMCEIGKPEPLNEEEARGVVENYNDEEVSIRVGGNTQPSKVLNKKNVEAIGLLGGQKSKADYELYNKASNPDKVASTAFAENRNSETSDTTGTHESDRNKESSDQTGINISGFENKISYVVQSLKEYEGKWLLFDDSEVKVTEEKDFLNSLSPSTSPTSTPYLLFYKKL
#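 High-throughput fluorogenic screen: 1nM USP1/UAF1 complex, Ub-Rho substrate 150nM final, 50mM HEPES pH 7.8 with 0.5mM EDTA, 0.1 mg/ml BSA, 1mM TCEP and 0.01% Tween-20.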
# Active calls of the source: *; ? = inconclusive; . = not tested or not shown; & = joins results of further samples; [ ] = dose if it differs, or a comment. Unless noted, the call rests on the fitted dose curve; in most records, active means well fitted curve in the direction sought with a large enough effect; inconclusive means small, poorly fitted or top-dose-only effect, or another doubt; inactive means no such curve, though single readings can be large; an effect the other way counts as inactive or inconclusive. Only part of the results is shown. The share of hits here may be higher or lower than overall.
SMILES,Vif-APOBEC3F blk,rTrxR1 inhibitor,TrxR1 substrate,Vif-APOBEC3G blk,IDH1 R132H inh,LDHA block,RGS4 inhibitor,Glioma ERSR ind,USP1 inh
COc1ccc(OC)c(S(=O)(=O)N2CCCCCC2)c1,-9%,10%[57.1 µM],8%[57.1 µM],-1%,-3%,-1,-17%,0%,-1%
CCc1ccc(S(=O)(=O)c2cnc3ccc(OC)cc3c2N2CCCC(C)C2)cc1 (stereo not drawn),-2%,10%,-4%,5%,5%,11,3%,-4%,-23%
Cc1ccc(S(=O)(=O)NCC(=O)OCC(=O)NCc2cccs2)cc1,5%,17%[57.1 µM],12%[57.1 µM],0%,5%,-3,-8%,7%,-14%
CN(CCc1ccccn1)C1CC(=O)N(c2ccc(Cl)cc2)C1=O (stereo not drawn),-6%,-67%,5%[57.1 µM],0%,-2%,-1,10%,0%,-8%
CCOc1ccc(OCC)c(NC(=O)CSc2nc3c(c(=O)n(C)c(=O)n3C)n2C(C)C)c1,0%,5%,-9%,1%,2%,1,-1%,-4%,-20%
COCCCNC(=O)N1[C@H](c2cccs2)[C@@H](C)C(=O)[C@@H](C)[C@@H]1c1cccs1,-8%,0%,22%,1%,-15%,-6,9%,-2%,-14%
CCOc1ccc(-n2nc3cc(C)c(NC(=O)c4cc(OCC)c(OCC)c(OCC)c4)cc3n2)cc1,0%,24%,9%,-1%,18%,-2,-13%,6%,-2%
Cn1c(=O)c2c(-c3ccccc3)n(-c3ccccc3)cc2n(C)c1=O,-2%,.,.,2%,-6%,3,.,-4%,-22%
Cc1cc(C)nc(NS(=O)(=O)c2ccc(NC(=O)Nc3ccccc3F)cc2)n1,-1%,-21%,-7%,-2%,6%,-6,11%,-7%,-22%
NCC(=O)c1cccc2ccc[n+]([O-])c12,-12%,2%,-3%[57.1 µM],0%,-2%,2,-23%,-2%,-5%
CCOc1ccc(/C(O)=C/C(=O)C(=O)Nc2ccc(S(=O)(=O)NC(C)=O)cc2)cc1,-7%,?,-8%,1%,3%,5,35%,-4%,-7%
CCn1c(SCC(=O)Nc2cccc(C)n2)nc2c1c(=O)n(C)c(=O)n2C,3%,6%[57.1 µM],7%[57.1 µM],-1%,-9%,-11,15%,-4%,-6%
CSCCC(NC(=O)COc1ccccc1)C(=O)N(C)CC(=O)Nc1ccc(Cl)cc1 (stereo not drawn),3%,4%,-9%,-3%,2%,-6,-8%,-5%,-6%
CC(NC(=O)c1ccc(Nc2nc3ccccc3n3nnnc23)cc1)c1ccccc1 (stereo not drawn),7.1µM*,14%,12%,?,-13%,-4,14%,-2%,-16%
Cc1csc(NC(=O)CCCC(=O)O)c1-c1nc2ccccc2s1,-30%,-6%[57.1 µM],-2%[57.1 µM],-11%,?,-2,3%,6%,-1%
CCN(CC)c1nc(C#N)nc(OC)n1,.,-12%,-1%,-7%,.,-12,23%,-2%,.
C=CCNc1nc(-c2cc3ccccc3o2)cs1,-10%,-11%,-9%,-15%,2%,-3,-12%,-7%,-16%
C=CCn1c(-c2ccc(OC)cc2)nc2nc3ccccc3nc21,-1%,-7%,130%[activator],0%,0%,-13,-3%,2%,-20%
Nc1nnc(SCc2nnc(-c3ccccc3)o2)s1,3%,6%,5%,0%,8%,1,13%,1%,-12%
COc1ccccc1NS(=O)(=O)c1cc(N)ccc1N1CCOCC1,-2%,2%,8%,1%,2%,-1,?,-5%,-21%
O=C(OCn1ncc(Cl)c(Cl)c1=O)c1ccccc1Cl,-5%,8.9µM*,-6%,-20%,12%,-15,-7%,-16%,-23%
CN(CC(=O)Nc1cccc2c1CCCC2)S(=O)(=O)c1ccccc1,-6%,0%[57.1 µM],4%[57.1 µM],2%,7%,-7,4%,-4%,-3%
Cc1c(C)n(Cc2ccc(F)cc2)c2ccc(C(=O)N3CCN(c4ccccn4)CC3)cc12,6%,23%,5%,2%,0%,-5,-23%,-3%,-27%
CN1CCN(NC(=O)CN2C(=O)S/C(=C\c3c(Cl)cccc3Cl)C2=O)CC1,5%,4%[57.1 µM],2%[57.1 µM],-2%,16%,-7,3%,-4%,?
Cc1ccc(NS(=O)(=O)c2ccc(C(=O)N3CC(C)OC(C)C3)cc2)cc1 (stereo not drawn),-3%,5%,-7%,-1%,-7%,-4,9%,-1%,-13%
# The list continues:
SMILES,Vif-APOBEC3F blk,rTrxR1 inhibitor,TrxR1 substrate,Vif-APOBEC3G blk,IDH1 R132H inh,LDHA block,RGS4 inhibitor,Glioma ERSR ind,USP1 inh
Cn1cc([N+](=O)[O-])c(C(=O)Nc2ccn(C34CC5CC(CC(C5)C3)C4)n2)n1,3%,6%,2%,?,-3%,-5,-32%,-13%,-17%
COc1cccc(CN2CCN(Cc3cc(OC)c(OC)cc3[N+](=O)[O-])CC2)c1,2%,-20%,7%,-11%,12%,15,-25%,-2%,-18%
Cc1ccc2cccc(Oc3ncnc4scc(-c5ccc(Cl)cc5)c34)c2n1,3%,-1%,-1%,0%,0%,-2,7%,-3%,14µM*
CCN(CC)c1ccc(NC(=O)COC(=O)CCc2cc(OC)c(OC)c(OC)c2)cc1,2%,.,.,0%,8%,7,.,-1%,-21%
CCOC(=O)c1c(C)c(-c2ccccc2)n(CC(=O)N2CCCC2)c1C,7%,9%[57.1 µM],6%,0%,23%,-1,-8%,-3%,-13%
O=C(NCc1ccccn1)C(=O)C1C(=O)Nc2ccccc21 (stereo not drawn),5%,16%,-8%,-3%,-1%,4,16%,-6%,-13%
COc1ccc(CC(NC(C)=O)C(=O)NC2CCN(C(=O)Nc3ccc(Cl)cc3)CC2)cc1OC (stereo not drawn),-8%,1%,-1%,0%,-5%,-4,-9%[56.9 µM],5%,3%
COCCNC(=O)CSc1c(C)cnc2c1c(=O)n(C)c(=O)n2C,-8%,7%[57.1 µM],0%[57.1 µM],-3%,0%,2,-40%,-3%,-14%
CC1CCCN(CCC(=O)Nc2ccc3c(c2)CCC3)C1 (stereo not drawn),-5%,4%[57.1 µM],2%[57.1 µM],0%,-2%,-11,-30%,-15%,-18%
COc1ccc(NC(=O)CSc2nc(-c3ccco3)cc(C(F)(F)F)n2)cc1Cl,-15%,2%,-2%,-23%,-9%,-5,3%,0%,-1%
O=C(Nc1cccnc1)c1ccc(Cl)c([N+](=O)[O-])c1,5%,11%[57.1 µM],4%,?,-8%,-3,3%,?,-7%
CCc1nnc2c(Nc3ccc(Br)c(C)c3)nc3ccccc3n12,4%,39%[activator][57.1 µM],20%[57.1 µM],-6%,-14%,-3,2%,-1%,3%
Oc1ccc(Br)cc1C1C=C(c2ccc3c(c2)OCO3)NC(c2ccc(F)c(Br)c2)N1 (stereo not drawn),.,?,1%,-14%,.,-2,-21%,-7%,.
COc1ccc(NC(=O)Cn2cc(S(=O)(=O)N3CCC(C)CC3)c3ccccc3c2=O)cc1Cl,-6%,2%,-6%,-6%,-3%,0,-9%,-2%,-27%
CN(/C=C/c1c([N+](=O)[O-])c(=O)n(C)c(=O)n1C)c1ccccc1,2%,12%[57.1 µM],3%[57.1 µM],0%,3%,-5,14%,-2%,-14%
Oc1ccc(/C=C/c2cnccn2)cc1,5%,-6%,-6%,1%,0%,1,11%,4%,-24%
Cc1ccc(C2CC(c3ccco3)n3nc(N)nc3N2)cc1 (stereo not drawn),-19%,-1%,-5%,1%,-5%,-10,-2%,1%,-10%
Oc1cccc(Nc2nc(-c3ccccc3)nc3ccccc23)c1,0%,19%&10%,-4%&0%,2%,-6%,0&5,-20%&-13%,-1%,-14%&-22%
O=C(COC(=O)c1ccc(O)cc1)Nc1ccc(OC(F)F)cc1,17%,12%,-4%,0%,5%,-3,-10%,-2%,-12%
O=C(NC1(C(F)(F)F)N=C2SCCN2C1=O)c1ccco1 (stereo not drawn),-1%,15%,4%[57.1 µM],3%,7%,-8,15%[11.4 µM],-6%,-12%
Cc1cccc(N2CCN(C(=O)C3CCN(c4ncnc5c4nc4n5CCCCC4)CC3)CC2C)c1 (stereo not drawn),6%&-7%,6%&1%,4%&-10%,?,0%&0%,1&-5,14%&7%,-6%&-7%,-14%&-17%
COc1ccc(-c2noc(-c3ccc(NCc4ccco4)c([N+](=O)[O-])c3)n2)cc1,2%,2%,1%,5%,-3%,-2,3%,1%,-10%
O=C(NC(O)C(=O)c1ccccc1)c1ccc(F)cc1 (stereo not drawn),-6%,16%,1%,2%,4%,-8,15%,-1%,-3%
CN(C(=O)CSCC(=O)O)C1CCCCC1,0%,-8%,-3%,-1%,2%,-2,10%,-4%,-4%
N#Cc1sc(C(N)=O)c(-c2ccccc2)c1-c1ccccc1,-3%,9%,-4%,1%,-10%,-8,11%,-5%,-13%
CCOC(=O)c1c(C=O)c(C)n(Cc2ccccc2)c1C,-9%,-1%,3%,2%,4%,-1,27%,-2%,-18%
COc1ccc(NC(=O)CN(C)C(=O)c2ccc(NS(=O)(=O)c3ccc(C)c([N+](=O)[O-])c3)cc2)cc1,9%,-7%,-9%,-6%,3%,0,-12%,0%,-22%
